Bioassay records (PubChem BioAssay)
SENP7 block: SENP7 protease inhibitors, primary screen, biochemical, luminescence, uHTS; Sentrin-specific protease 7 (Homo sapiens), Q9BQF6; inhibition, % at 5 µM; 330,000 tested, 1.5% active; AID 434973, 2010; recombinant SENP7, Z-RLRGG-aminoluciferin luminescence, 40 min;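 active means inhibition above about 50% at the single test dose, limit read from the data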;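 further: plate controls were DMSO with enzyme for no effect and no enzyme buffer wells for full effect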
Target sequence (Q9BQF6 706-1050 limits assumed): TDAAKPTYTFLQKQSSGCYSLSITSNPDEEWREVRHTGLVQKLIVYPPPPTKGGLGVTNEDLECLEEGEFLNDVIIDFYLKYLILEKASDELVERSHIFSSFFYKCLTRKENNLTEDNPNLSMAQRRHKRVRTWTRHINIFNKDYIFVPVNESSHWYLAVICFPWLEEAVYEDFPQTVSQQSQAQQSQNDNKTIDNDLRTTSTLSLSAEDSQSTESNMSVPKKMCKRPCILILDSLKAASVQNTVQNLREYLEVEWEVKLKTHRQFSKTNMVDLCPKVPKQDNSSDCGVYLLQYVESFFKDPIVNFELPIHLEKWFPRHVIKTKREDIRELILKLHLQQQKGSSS
MPTP block: mitochondrial permeability transition pore inhibitors, primary screen, biochemical, isolated mouse mitochondria, absorbance; Ca2+ swelling absorbance, 30 min; inhibition, % at 10 µM; 360,000 tested, 1.4% active; AID 602449, 2012;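 active means inhibition of 50% or more, scaled per plate between neutral and stimulator controls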;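 further: 0% = DMSO wells given calcium and 100% = 1 mM EGTA wells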
SENP6 inh: SENP6 protease inhibitors, primary screen, biochemical, luminescence, uHTS. Sentrin-specific protease 6 (Homo sapiens), Q9GZR1. Recombinant SENP6 catalytic domain, aminoluciferin luminescence. inhibition, % at 10 µM. 330,000 tested, 1.8% active. AID 2599, 2010;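 active means inhibition above about 50% at the single tested dose, limit read from the data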;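 further: plate controls were DMSO wells with enzyme for no effect and DMSO wells lacking enzyme for full effect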
ATG4B inhibitor: ATG4B protease inhibitors, primary screen, biochemical, fluorescence, uHTS | Cysteine protease ATG4B (Homo sapiens), Q9Y4P1 | inhibition, % at 8.33 µM | ATG4B cleavage of LC3-PLA2, NBD-HPC fluorescence, 1 h | 340,000 tested, 0.51% active | AID 504462, 2011; in the data active means inhibition above about 40%
Target sequence (Q9Y4P1 whole entry, looked up): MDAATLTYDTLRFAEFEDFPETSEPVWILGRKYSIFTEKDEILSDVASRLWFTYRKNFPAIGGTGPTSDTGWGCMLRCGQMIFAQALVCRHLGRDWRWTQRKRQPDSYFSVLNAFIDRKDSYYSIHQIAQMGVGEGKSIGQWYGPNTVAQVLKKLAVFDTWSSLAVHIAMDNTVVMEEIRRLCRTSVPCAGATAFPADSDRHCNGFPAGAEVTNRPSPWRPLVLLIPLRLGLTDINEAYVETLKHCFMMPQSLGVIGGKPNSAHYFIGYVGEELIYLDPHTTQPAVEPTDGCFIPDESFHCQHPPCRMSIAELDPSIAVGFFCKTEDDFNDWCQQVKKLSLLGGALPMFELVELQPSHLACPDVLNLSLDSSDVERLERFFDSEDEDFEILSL
SENP8 inh: human SENP8 protease inhibitors, primary screen, biochemical, fluorescence, Nedd8 protein substrate, uHTS; Sentrin-specific protease 8 (Homo sapiens), Q96LD8; recombinant SENP8; inhibition, % at 20 µM; 360,000 tested, 0.64% active; in the data active means inhibition mostly above about 40%, no sharp cut-off; inactive means mostly below about 27%
Target sequence (Q96LD8 whole entry, looked up): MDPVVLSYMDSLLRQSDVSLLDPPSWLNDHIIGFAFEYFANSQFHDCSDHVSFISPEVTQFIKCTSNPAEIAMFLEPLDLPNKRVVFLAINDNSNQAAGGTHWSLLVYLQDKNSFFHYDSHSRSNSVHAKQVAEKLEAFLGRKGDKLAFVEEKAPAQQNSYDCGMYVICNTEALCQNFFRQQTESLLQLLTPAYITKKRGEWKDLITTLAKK
NR3A LBD binder: binders of NR3A ligand-binding domain, primary screen, biophysical, differential scanning fluorimetry, uHTS | NR3A LBD differential scanning fluorimetry, Tm shift; 0% = protein alone, 100% = glycine-bound protein | 340,000 tested, 2.5% active | Tm shift relative to glycine control, % at 25 µM;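 active means melting temperature shift of at least 10% of the positive control shift, at one fixed dose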
HKDC1 inhibitor: HKDC1 hexokinase inhibitors, primary screen, biochemical, fluorescence, uHTS. Q2TB90. recombinant HKDC1, G6PDH/diaphorase resazurin coupled fluorescence. inhibition, % at 20 µM. 340,000 tested, 0.16% active. AID 493160, 2011;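 active means inhibition above about 35% when tested at 20 µM, limit read from the data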;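 further: plate controls were DMSO wells with enzyme for no effect and DMSO wells lacking enzyme for full effect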
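Test system: recombinant HKDC1 (HK5) hexokinase enzyme, produced in-house; Amount: enzyme 5 µg/mL final; Buffer or medium: Tris pH 8.0 buffer with MgCl2, Tween-20, BSA, BME; Reagent: glucose and ATP substrates; Doses: 20 µM test compound, 1% DMSO; Incubation: 90 min reaction incubation at room temperature, dark; Detection: resorufin fluorescence at 613 nm.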
PfG6PD inh: PfG6PD enzyme inhibitors, primary screen, biochemical, fluorescence intensity, uHTS | glucose-6-phosphate dehydrogenase-6-phosphogluconolactonase (Plasmodium falciparum 3D7) | PfGluPho enzyme, NADPH resazurin-diaphorase fluorescence | inhibition, % at 20 µM | 350,000 tested, 0.78% active;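 active means inhibition reaching at least a set limit at 20 µM in the primary screen, cut at about 59% in these data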;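 further: 0% = DMSO wells with substrate and 100% = DMSO wells lacking glucose-6-phosphate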
Numbers without * were called inactive; nt = no result given.

1) OCC[C@@H]1NCc2cc(CO)cc(-c3ccccc3)c21
2) Cc1csc(NC(=O)C2CCCC2)n1
3) COC(=O)c1ccc(N2C(=O)C3CC(C)=C(C)CC3C2=O)cc1 (stereo not drawn)
4) COc1ccc(C(=O)OCC(=O)Nc2c(C)cccc2C)c(OC)c1OC
5) COc1ccccc1CC(=O)Nc1cc(OC)c(NC(=O)c2ccccc2)cc1OC
6) CCOc1ccccc1NC(=O)c1csc(C)c1C
7) C=CCn1c(SCC(=O)NC2CCCC2)nc2scc(-c3ccco3)c2c1=O
8) COc1ccc(CCN2C(=NC(=O)CCC(=O)O)SC3CS(=O)(=O)CC32)cc1OC (stereo not drawn)
screen / no. | 1 | 2 | 3 | 4 | 5 | 6 | 7 | 8
SENP8 inh | 4 | 13 | 15 | 3 | 0 | -1 | -51 | 12
MPTP block | 0.6 | 0.8 | -3.1 | -0.1 | 0.5 | -0.6 | -0.9 | -0.8
NR3A LBD binder | 3 | 2 | 2 | 0 | 1 | 0 | 0 | 0
PfG6PD inh | 16 | 2 | -4 | -15 | 20 | 3 | 36 | -11
ATG4B inhibitor | 26 | 0 | -14 | 2 | 1 | 8 | 6 | -7
SENP6 inh | nt | 12 | -8 | 2 | -12 | -11 | -12 | 0
HKDC1 inhibitor | -2 | -5 | 0 | -5 | 10 | -6 | 3 | -1
SENP7 block | nt | -10 | 5 | 1 | -11 | -3 | 1 | -3

Structural class, the entries above containing an aryl methoxy group
4) COc1ccc(C(=O)OCC(=O)Nc2c(C)cccc2C)c(OC)c1OC
5) COc1ccccc1CC(=O)Nc1cc(OC)c(NC(=O)c2ccccc2)cc1OC
8) COc1ccc(CCN2C(=NC(=O)CCC(=O)O)SC3CS(=O)(=O)CC32)cc1OC (stereo not drawn)
screen / no. | 4 | 5 | 8
SENP8 inh | 3 | 0 | 12
MPTP block | -0.1 | 0.5 | -0.8
NR3A LBD binder | 0 | 1 | 0
PfG6PD inh | -15 | 20 | -11
ATG4B inhibitor | 2 | 1 | -7
SENP6 inh | 2 | -12 | 0
HKDC1 inhibitor | -5 | 10 | -1
SENP7 block | 1 | -11 | -3

Carrying on:
9) O=C(CSc1nnc(Cc2cccs2)n1Cc1ccco1)Nc1ccc(Cl)cc1Cl
10) CC(=O)Nc1ccccc1OC(C)C(=O)NC(C)c1ccc(F)cc1 (stereo not drawn)
11) Cn1c(Cc2ccccc2)nnc1SCC(=O)N1CCCCC1
12) CCCCOP(=O)(c1ccc(N(C)C)cc1)C(O)c1cc(OC)ccc1OC (stereo not drawn)
13) COc1ccc(NC(=S)N2CCC(c3nc4ccccc4o3)CC2)c(OC)c1
14) COc1ccc(-c2cnc(N)nc2-c2ccc(OCc3ccccc3)cc2O)cc1
15) COc1ccccc1C(=O)Nc1ccc(Oc2nnc(-c3ccc(C)cc3)c3ccccc23)cc1
16) CC(=O)Nc1ccc(S(=O)(=O)C(C#N)c2nc3ccccc3nc2NCCCO)cc1 (stereo not drawn)
screen / no. | 9 | 10 | 11 | 12 | 13 | 14 | 15 | 16
SENP8 inh | 9 | 22 | 11 | 20 | 8 | -73 | 11 | -412
MPTP block | 6.0 | -4.3 | -0.5 | -0.4 | -0.6 | 3.5 | 2.6 | 1.1
NR3A LBD binder | 1 | 1 | 1 | -1 | 1 | -3 | -2 | -2
PfG6PD inh | 6 | -5 | -8 | 11 | -5 | 11 | -14 | -10
ATG4B inhibitor | -1 | -3 | -12 | 14 | -5 | -7 | 2 | -11
SENP6 inh | -16 | -14 | -5 | 7 | -17 | 4 | -15 | -8
HKDC1 inhibitor | -7 | 10 | -3 | -9 | 1 | 1 | -9 | -4
SENP7 block | -5 | -8 | 2 | -6 | 5 | 1 | -12 | -4

17) CC1(C)CC(=O)C(C=NCCN2CCN(C(=O)c3ccccc3)CC2)=C(O)C1
18) COc1cc(/C=C2\C=CC(=O)O2)cc(OC)c1
19) Cc1cc(NC(=O)CSc2sc3c(O)cc(=O)[nH]c3c2C#N)ccc1Br
20) O=C1Nc2ccc(F)cc2C12OCCO2
21) CCc1ccc(NC(=O)c2cnccn2)cc1
22) O=C(Nc1ccc(S(=O)(=O)NC2=NCCCCC2)cc1)c1ccco1
23) Cc1cc([N+](=O)[O-])nn1CC(=O)N/N=C/c1ccccc1Br
24) O=C(Nc1nc2c(F)cccc2s1)C1CC1
screen / no. | 17 | 18 | 19 | 20 | 21 | 22 | 23 | 24
SENP8 inh | 23 | -139 | -32 | 2 | 16 | 8 | 16 | 20
MPTP block | 1.0 | 0.3 | 0.3 | 0.2 | 1.4 | -0.6 | 2.4 | -3.3
NR3A LBD binder | 5 | -5 | 2 | -5 | 0 | 0 | 5 | 2
PfG6PD inh | -8 | -4 | -5 | 5 | 4 | 0 | 9 | 1
ATG4B inhibitor | -6 | -3 | 8 | 0 | 0 | -4 | -2 | 10
SENP6 inh | -9 | 0 | 24 | -3 | 7 | 24 | -4 | 29
HKDC1 inhibitor | -11 | 3 | 5 | 1 | 2 | 3 | 0 | -2
SENP7 block | -3 | 3 | -4 | -12 | 41 | 5 | -1 | -4

25) CCn1cc(/C=C/C(=O)NCc2c(C)nn(C)c2C)cn1
26) Cc1ccnc(NS(=O)(=O)c2ccc(NS(=O)(=O)c3cc(Cl)ccc3Cl)cc2)n1
27) COc1ccc(/C(O)=C2/C(=O)C(=O)N(CC3CCCO3)C2c2ccc(O)c(OC)c2)cc1 (stereo not drawn)
28) O=C(c1ccc([N+](=O)[O-])cc1)N(Cc1ccccc1)Cc1ccccc1
29) COc1ccccc1CNC(=O)COC(=O)COc1ccccc1F
30) O=C1OCc2cccc([N+](=O)[O-])c21
31) Cc1ccnc2nc(C(=O)NC3CCCc4ccccc43)nn12 (stereo not drawn)
32) Cc1ccc2cc3c(NC(=O)C4CCCO4)nn(CC(C)C)c3nc2c1 (stereo not drawn)
screen / no. | 25 | 26 | 27 | 28 | 29 | 30 | 31 | 32
SENP8 inh | 12 | 16 | 11 | 7 | -9 | 16 | -28 | -275
MPTP block | 0.9 | 0.0 | 0.1 | -0.9 | 0.2 | 0.1 | -1.1 | -0.3
NR3A LBD binder | 1 | -14 | 1 | 1 | 0 | -2 | -2 | -2
PfG6PD inh | 8 | -18 | -10 | 8 | 0 | 3 | -13 | 1
ATG4B inhibitor | 3 | 0 | -8 | -3 | -1 | -7 | 8 | 1
SENP6 inh | 3 | -10 | 16 | nt | -9 | 1 | -2 | -1
HKDC1 inhibitor | -7 | 1 | -6 | 2 | -5 | -6 | -1 | -2
SENP7 block | -1 | -17 | 8 | nt | -2 | -3 | 1 | -2

Reprinted, nos. 27–29
27) COc1ccc(/C(O)=C2/C(=O)C(=O)N(CC3CCCO3)C2c2ccc(O)c(OC)c2)cc1 (stereo not drawn)
28) O=C(c1ccc([N+](=O)[O-])cc1)N(Cc1ccccc1)Cc1ccccc1
29) COc1ccccc1CNC(=O)COC(=O)COc1ccccc1F
screen / no. | 27 | 28 | 29
SENP8 inh | 11 | 7 | -9
MPTP block | 0.1 | -0.9 | 0.2
NR3A LBD binder | 1 | 1 | 0
PfG6PD inh | -10 | 8 | 0
ATG4B inhibitor | -8 | -3 | -1
SENP6 inh | 16 | nt | -9
HKDC1 inhibitor | -6 | 2 | -5
SENP7 block | 8 | nt | -2

Carrying on:
33) CCC(C)n1nnc2c(=O)oc3ccccc3c21 (stereo not drawn)
34) CS(=O)(=O)Nc1ccccc1N=C(c1ccccc1)c1ccccc1
35) Cc1cc(=O)[nH]c(Nc2cccc(Cl)c2C)n1
36) CC(C)(C)NC(=O)C(OC(=O)Cn1nnc(-c2ccc(F)cc2)n1)c1ccncc1 (stereo not drawn)
37) CC(=O)Nc1ccc(NC(=O)c2cccc(S(=O)(=O)N(C)C3CCCCC3)c2)cc1
38) COc1cccc(CN(C)CC(=O)NCc2ccc(F)cc2)c1OC
39) COC(=O)[C@H](C)NC(=O)NC1CCN(Cc2ccccc2)CC1
40) C=CC(=O)Nc1sc2c(c1C(N)=O)CCCC2
screen / no. | 33 | 34 | 35 | 36 | 37 | 38 | 39 | 40
SENP8 inh | 11 | 6 | 12 | 10 | 5 | 10 | 8 | -9
MPTP block | 0.2 | 0.6 | -0.8 | 0.8 | -2.0 | -0.2 | -3.7 | 8.7
NR3A LBD binder | -1 | -3 | 0 | -4 | -8 | 1 | -1 | -1
PfG6PD inh | 6 | 1 | 11 | 7 | 4 | -3 | -4 | 1
ATG4B inhibitor | -3 | 18 | 0 | -9 | -6 | -7 | 9 | 2
SENP6 inh | 12 | -6 | 4 | 6 | 7 | -32 | -1 | 7
HKDC1 inhibitor | 7 | -4 | -2 | -7 | -4 | -9 | -8 | 7
SENP7 block | 2 | 16 | -4 | 1 | 0 | -9 | -7 | -3

41) CC(C)(C)C1CCC(=O)N(CCOc2ccccc2)CC1 (stereo not drawn)
42) O=C(OCc1c(-c2ccccc2)ncc2ccccc12)c1ccc(Br)cc1
43) CCN(CC)C(=O)CSc1nnc(-c2cccnc2)n1CCc1ccccc1
44) Nc1ncnc2c1ncn2[C@@H]1O[C@H](CNC(=O)[C@@H](N)Cc2ccccc2)[C@@H](O)[C@H]1O
45) c1ccc2c(c1)CCN(c1ncnc3nc[nH]c13)C2
46) COc1ccc(-c2cc(-c3ccccc3)nc(SCC(=O)Nc3ncc(C)s3)c2C#N)cc1
47) CCCCOC(=O)C(C)Oc1ccc(=O)n(-c2ccccc2)n1 (stereo not drawn)
48) Cc1ccsc1/C=N/NC(=O)c1nnn(-c2nonc2N)c1-c1ccccc1
screen / no. | 41 | 42 | 43 | 44 | 45 | 46 | 47 | 48
SENP8 inh | 16 | 4 | -5 | 7 | 1 | -205 | -8 | -23
MPTP block | -0.6 | -0.4 | -0.8 | -0.8 | -0.1 | 5.7 | -1.6 | -0.9
NR3A LBD binder | -2 | 1 | 1 | 1 | -1 | 20* | 2 | -3
PfG6PD inh | 2 | 13 | -16 | 2 | -3 | 0 | -6 | 29
ATG4B inhibitor | -4 | -10 | -3 | -8 | 3 | 6 | -2 | -23
SENP6 inh | -22 | -21 | 9 | nt | -20 | 13 | 14 | 2
HKDC1 inhibitor | 2 | 3 | 9 | 0 | 3 | -5 | -3 | -5
SENP7 block | -9 | 1 | 4 | -1 | -4 | -2 | -2 | 4

49) CC(=O)c1cn(C)c(=O)c2ccccc12
50) CN(Cc1cccs1)S(=O)(=O)c1cccs1
51) C/C(N)=C(/C#N)C(=O)COC(=O)Cc1coc2ccc3ccccc3c12
52) Cc1ccc(CN(C)C(=O)C2CCC(=O)N(CCc3ccccc3)C2)o1 (stereo not drawn)
53) Cc1ccc(-c2nn(-c3ccccc3)cc2/C=C2\SC(=S)N(CCCCCC(=O)O)C2=O)o1
54) Cn1cc(CCNC(=O)CCc2nnc(CCCCc3ccccc3)o2)cn1
55) COc1ccc(CNC(=S)Nc2cc(C)ccc2C)cc1
56) Cn1c(=O)c(C(=O)c2ccccc2)nc2ccccc21
screen / no. | 49 | 50 | 51 | 52 | 53 | 54 | 55 | 56
SENP8 inh | 12 | 17 | -46 | 10 | 26 | 4 | 15 | 9
MPTP block | 2.3 | 1.7 | 0.0 | -1.8 | -1.2 | -1.6 | -1.2 | 0.5
NR3A LBD binder | 2 | 4 | -1 | 0 | -394 | -2 | -1 | 3
PfG6PD inh | 6 | 17 | -4 | 1 | 4 | -26 | -2 | -12
ATG4B inhibitor | -10 | -9 | -15 | 3 | -6 | -1 | -6 | 0
SENP6 inh | -4 | 11 | 5 | 8 | -4 | -9 | -22 | -6
HKDC1 inhibitor | 1 | -14 | 4 | -1 | -6 | -4 | -5 | 0
SENP7 block | 1 | 3 | -2 | 9 | 5 | 3 | -5 | 4
